NS5 inhibitors = flavivirus cap methylation enzyme inhibition – biochemical, confirmation dose response, primary screen (AID 588689); Dengue-2 NS5 methyltransferase capping enzyme assay, biochemical; higher % means a stronger effect; inhibition, % at 25 µM, or IC50 in µM where a hit was titrated; actives 0.3% (n = 340,000); in the data active = a potency from the dose series
GPR35 arrestin U2OS = inhibition of zaprinast-stimulated GPR35 beta-arrestin translocation – imaging, U2OS, beta-arrestin-GFP, zaprinast agonist, primary screen (AID 2058) | U2OS GPR35 beta-arrestin-GFP translocation imaging, zaprinast antagonism; higher % means a stronger effect | actives 0.052% (n = 290,000) | one-dose inhibition, % at 10 µM; IC50 in µM for titrated hits;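 active = inhibition of at least 50% with at least 30 cells and total cytoplasm GFP at most 10,000,000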
AID2073 = inhibitors of Mint1-CaV2.2 protein interaction, biochemical, HTRF (AID 2073). HTRF protein-protein interaction, Mint1-CaV2.2; higher % means a stronger effect. actives 0.19% (n = 290,000). inhibition, % at 20 µM, or IC50 in µM where a hit was titrated; in the data active = inhibition mostly above about 51%, no sharp cut-off; also: some results filed as inactive read as strong as hits
Yfh1-off respiration = mitochondrial function rescue without frataxin homolog – Friedreich's ataxia, plus single-dose screen, dose response (AID 1465); S. cerevisiae Yfh1-off respiration, WST-1 reduction, 72 h; higher fold induction means a stronger effect; fold induction at 50 µM, or EC50 in µM where a hit was titrated; actives 0.074% (n = 220,000);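 active = fold induction of absorbance versus untreated yeast above a set limit, then at least 30% activation at any dose in follow-up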;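 also: activators that raise dye reduction in frataxin-depleted yeast; strong numbers were not always called active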
NTR1 agonist = NTR1-driven beta-arrestin-GFP spot formation – imaging, U2OS cells, high content, primary screen (AID 493036) | P30989 | activation, % at 20 µM | actives 0.17% (n = 330,000) | agonist mode;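 active = activation at or above 40% of the spot to cytoplasm intensity ratio, with at least 20 cells analyzed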;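 also: 0% = DMSO without peptide and 100% = 100 nM NTR1 peptide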
Target sequence (P30989 whole entry, looked up): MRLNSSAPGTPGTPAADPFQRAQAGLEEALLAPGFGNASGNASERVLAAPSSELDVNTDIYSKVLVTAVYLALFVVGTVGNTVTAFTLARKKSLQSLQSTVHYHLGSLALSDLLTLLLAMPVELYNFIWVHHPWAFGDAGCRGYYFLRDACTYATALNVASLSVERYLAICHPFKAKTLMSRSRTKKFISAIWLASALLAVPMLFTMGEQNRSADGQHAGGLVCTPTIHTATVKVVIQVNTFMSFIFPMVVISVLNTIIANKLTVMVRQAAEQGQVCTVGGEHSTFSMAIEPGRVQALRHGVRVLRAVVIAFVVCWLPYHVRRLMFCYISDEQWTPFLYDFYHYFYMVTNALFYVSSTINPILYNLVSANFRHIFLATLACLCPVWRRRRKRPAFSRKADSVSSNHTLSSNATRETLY
Rac1 GTP hydrolysis = MgcRacGAP GTPase-activating activity inhibitors, confirmation, biochemical, ADP Hunter fluorescence; MgcRacGAP-stimulated Rac1 GTP hydrolysis, ADP Hunter fluorescence; higher % means a stronger effect; GST-tagged Rac1 F28L mutant substrate; one-dose inhibition, % at 30 µM; IC50 in µM for titrated hits; actives 0.6% (n = 340,000); AID 624330;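 active = first-screen hits whose inhibition reached a set limit at any dose in the follow-up dose series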;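 also: fluorescence reports GDP produced by GAP-driven GTP hydrolysis; strong numbers were not always called active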
Large T inhibition = SV40 large T antigen inhibitors, biochemical (AID 1903). SV40 large T antigen ATPase/helicase inhibition assay; higher % means a stronger effect. inhibition, % at 20 µM; hits with a dose series show IC50 in µM. actives 0.39% (n = 310,000); in the data active = a potency from the dose series; also: strong numbers were not always called active
GPR55 LPI antagonism = GPR55 antagonists blocking LPI-driven arrestin recruitment, primary screen, imaging, U2OS, beta-arrestin-GFP, LPI agonist (AID 2013); U2OS GPR55 beta-arrestin-GFP translocation imaging, LPI antagonism; higher % means a stronger effect; one-dose inhibition, % at 10 µM; IC50 in µM for titrated hits; actives 0.13% (n = 290,000);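 active = spots per cell inhibited over 60%, with over 100 cells counted and total cytoplasm intensity under 500,000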;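 also: U2OS cells stably carrying GPR55 and arrestin-GFP stimulated by 5 µM LPI near EC80; imaged beta-arrestin-GFP aggregate spots per cell after agonist stimulation; plate controls were LPI-stimulated DMSO wells for no effect and DMSO wells without LPI for full effect; some results filed as inactive read as strong as hits; confirmed hits need IC50 under 10 µM and bright autofluorescent wells are also inconclusive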
GPR55 beta-arrestin = GPR55 agonists via beta-arrestin recruitment, primary screen, imaging, U2OS cells, beta-arrestin-GFP redistribution (AID 1961). activation, % at 10 µM; hits with a dose series show EC50 in µM. U2OS GPR55 beta-arrestin-GFP redistribution imaging; higher % means a stronger effect. actives 0.048% (n = 290,000);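 active = activation above 40% with more than 50 cells counted in the well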;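 also: U2OS osteosarcoma cells stably expressing GPR55 and beta-arrestin-GFP; plate controls were DMSO negative control for no effect and LPI positive control for full effect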
NTR1 agonist cell count 20 µM = also measured in NTR1 agonist; calls as there; cell count; measured here: cell count, cytotoxicity flag
NS5 inhibitors pilot replicate = further read-out of NS5 inhibitors, marked with its call; inhibition, %; measured here: pilot screen replicate inhibition
* hit, by the source's call.

Results for CCO[C@@H]1OC(C(=O)NCc2nc3ccccc3[nH]2)=C[C@H](c2cn(C(C)=O)c3ccccc23)[C@H]1CCCO ?
NS5 inhibitors: -8%; GPR35 arrestin U2OS: -2%; AID2073: 0%; Yfh1-off respiration: inactive; NTR1 agonist: -0.2; Rac1 GTP hydrolysis: -3%; Large T inhibition: 9%; GPR55 LPI antagonism: 5%; GPR55 beta-arrestin: -0.2%; NTR1 agonist cell count 20 µM: 98

What do the screens show for `CC(C)C[C@@]12C(=O)N(c3cccc(Cl)c3)C(=O)N1[C@H](c1ccc(Cl)cc1)[C@@H]1C(=O)N(C3CCCCC3)C(=O)[C@@H]12`?
NS5 inhibitors: -6%; NTR1 agonist: 2.1; Rac1 GTP hydrolysis: 4%; Large T inhibition: 2%; NTR1 agonist cell count 20 µM: 93

What do the screens show for `COc1ccc(-c2nc(N3CCOCC3)nc3n[nH]c(N)c23)cc1`?
NS5 inhibitors: -10%; GPR35 arrestin U2OS: 13%; AID2073: 4%; Yfh1-off respiration: inactive; NTR1 agonist: -1.1; Rac1 GTP hydrolysis: -4%; Large T inhibition: 5%; GPR55 LPI antagonism: 4%; GPR55 beta-arrestin: -0.1%; NTR1 agonist cell count 20 µM: 92

How did CCn1ncc(NC(=S)Nc2ccc3c(c2)OCO3)c1C(N)=O do in these assays?
NS5 inhibitors: 0%; GPR35 arrestin U2OS: -1%; AID2073: 23%; Yfh1-off respiration: inactive; NTR1 agonist: 0.5; Rac1 GTP hydrolysis: 16%; Large T inhibition: 18%; GPR55 LPI antagonism: 9%; GPR55 beta-arrestin: 0.3%; NTR1 agonist cell count 20 µM: 48

Results for Cc1ccccc1Oc1ccc(NC(=O)C2CC=CCC2C(=O)O)cc1 (stereo unspecified) ?
NS5 inhibitors: 0%; GPR35 arrestin U2OS: 15%; AID2073: 9%; Yfh1-off respiration: inactive; NTR1 agonist: 0.0; Rac1 GTP hydrolysis: 12%; Large T inhibition: 12%; GPR55 LPI antagonism: 2%; GPR55 beta-arrestin: 0.0%; NTR1 agonist cell count 20 µM: 53

What do the screens show for `COc1ccc(C(=O)NCCS(=O)(=O)NCc2ccccc2OC)cc1`?
NS5 inhibitors: 0%; NTR1 agonist: -0.1; Rac1 GTP hydrolysis: 6%; Large T inhibition: 16%; NTR1 agonist cell count 20 µM: 51

What do the screens show for `O=C(Nc1ccc(C(=O)N2CCOCC2)cc1)c1cccc([N+](=O)[O-])c1`?
NS5 inhibitors: -4%; GPR35 arrestin U2OS: 15%; AID2073: 8%; Yfh1-off respiration: inactive; NTR1 agonist: -1.5; Rac1 GTP hydrolysis: 9%; Large T inhibition: 11%; GPR55 LPI antagonism: 1%; GPR55 beta-arrestin: -0.1%; NTR1 agonist cell count 20 µM: 83

How did COc1ccc(C(CNC(=O)c2cc(F)c(F)c(F)c2F)N2CCOCC2)cc1 (stereo unspecified) do in these assays?
NS5 inhibitors: -3%; GPR35 arrestin U2OS: 1%; AID2073: -6%; Yfh1-off respiration: inactive; NTR1 agonist: 7.6; Rac1 GTP hydrolysis: 5%; Large T inhibition: 1%; GPR55 LPI antagonism: 11%; GPR55 beta-arrestin: 0.4%; NTR1 agonist cell count 20 µM: 55

What do the screens show for `Cc1cc(C)cc(NS(=O)(=O)c2ccc(NC(=S)NC(=O)c3ccc(Br)o3)cc2)c1`?
NS5 inhibitors: -10%; GPR35 arrestin U2OS: -1%; AID2073: -13%; Yfh1-off respiration: inactive; NTR1 agonist: 8.9; Rac1 GTP hydrolysis: -2%; Large T inhibition: 7%; GPR55 LPI antagonism: 5%; GPR55 beta-arrestin: 0.0%; NTR1 agonist cell count 20 µM: 54

How did CCn1cc(C(=O)N[C@H](C(=O)O)C(C)C)c(=O)c2cc3c(cc21)OCO3 do in these assays?
NS5 inhibitors: -1%; GPR35 arrestin U2OS: -5%; AID2073: 17%; NTR1 agonist: 0.1; Rac1 GTP hydrolysis: 6%; Large T inhibition: 0%; GPR55 LPI antagonism: -1%; GPR55 beta-arrestin: -0.1%; NTR1 agonist cell count 20 µM: 85

What do the screens show for `O=C(NCc1cccc(CNC(=O)C(=O)NCC2CCCO2)c1)C(=O)NCC1CCCO1` (stereo unspecified)?
GPR35 arrestin U2OS: -10%; AID2073: -8%; Yfh1-off respiration: inactive; NTR1 agonist: -0.4; Large T inhibition: 9%; GPR55 LPI antagonism: -1%; GPR55 beta-arrestin: -0.1%; NTR1 agonist cell count 20 µM: 93

How did O=C1CC(N(C(=O)c2ccco2)c2cccc(Cl)c2)C(=O)N1c1cccc(Cl)c1 (stereo unspecified) do in these assays?
NS5 inhibitors: -5%; GPR35 arrestin U2OS: -7%; AID2073: 13%; Yfh1-off respiration: inactive; NTR1 agonist: 3.3; Rac1 GTP hydrolysis: 2%; Large T inhibition: 0%; GPR55 LPI antagonism: 12%; GPR55 beta-arrestin: 0.3%; NTR1 agonist cell count 20 µM: 75

Two compounds drawn at random from the list so far, as already listed:
How did O=C1CC(N(C(=O)c2ccco2)c2cccc(Cl)c2)C(=O)N1c1cccc(Cl)c1 (stereo unspecified) do in these assays?
NS5 inhibitors: -5%; GPR35 arrestin U2OS: -7%; AID2073: 13%; Yfh1-off respiration: inactive; NTR1 agonist: 3.3; Rac1 GTP hydrolysis: 2%; Large T inhibition: 0%; GPR55 LPI antagonism: 12%; GPR55 beta-arrestin: 0.3%; NTR1 agonist cell count 20 µM: 75

What do the screens show for `COc1ccc(-c2nc(N3CCOCC3)nc3n[nH]c(N)c23)cc1`?
NS5 inhibitors: -10%; GPR35 arrestin U2OS: 13%; AID2073: 4%; Yfh1-off respiration: inactive; NTR1 agonist: -1.1; Rac1 GTP hydrolysis: -4%; Large T inhibition: 5%; GPR55 LPI antagonism: 4%; GPR55 beta-arrestin: -0.1%; NTR1 agonist cell count 20 µM: 92

(listing goes on)
What do the screens show for `C=CCn1c(CC(=O)Nc2ccc(C)cc2C)nnc1SCC(=O)N1CCOCC1`?
NS5 inhibitors: -9%; GPR35 arrestin U2OS: 1%; AID2073: 5%; NTR1 agonist: 0.4; Rac1 GTP hydrolysis: 7%; Large T inhibition: 4%; GPR55 LPI antagonism: -7%; GPR55 beta-arrestin: -0.2%; NTR1 agonist cell count 20 µM: 66

How did Fc1ccccc1-c1nnc2c3ccccc3nc(N3CCOCC3)n12 do in these assays?
NS5 inhibitors: -1%; GPR35 arrestin U2OS: -6%; AID2073: 2%; Yfh1-off respiration: inactive; NTR1 agonist: 0.5; Rac1 GTP hydrolysis: 8%; Large T inhibition: 5%; GPR55 LPI antagonism: 15%; GPR55 beta-arrestin: 0.0%; NTR1 agonist cell count 20 µM: 87; NS5 inhibitors pilot replicate: -5.5

How did COc1ccc(/C=N/NC(=O)c2cccnc2)c2ccccc12 do in these assays?
NS5 inhibitors: -4%; GPR35 arrestin U2OS: 1%; AID2073: -3%; NTR1 agonist: -0.4; Rac1 GTP hydrolysis: 11%; Large T inhibition: 2%; GPR55 LPI antagonism: 4%; GPR55 beta-arrestin: 0.8%; NTR1 agonist cell count 20 µM: 48

What do the screens show for `CCc1ccc(-c2nc3ccc(Br)cc3c(C(=O)O)c2C)s1`?
NS5 inhibitors: 1%; GPR35 arrestin U2OS: -4%; AID2073: 24%; NTR1 agonist: 0.0; Rac1 GTP hydrolysis: 6%; Large T inhibition: 4%; GPR55 LPI antagonism: 1%; GPR55 beta-arrestin: 0.0%; NTR1 agonist cell count 20 µM: 90

How did O=C(Oc1ccccc1)N1CCN(c2ccc(F)cc2)CC1 do in these assays?
NS5 inhibitors: -5%; GPR35 arrestin U2OS: 4%; AID2073: -7%; Yfh1-off respiration: inactive; NTR1 agonist: 0.3; Rac1 GTP hydrolysis: 10%; Large T inhibition: 11%; GPR55 LPI antagonism: 6%; GPR55 beta-arrestin: -0.2%; NTR1 agonist cell count 20 µM: 52

What do the screens show for `O=S1(=O)CCOC[C@H](CC2CCCCC2)N1Cc1ccccc1Br`?
NS5 inhibitors: -1%; GPR35 arrestin U2OS: -1%; AID2073: 12%; NTR1 agonist: 23; Rac1 GTP hydrolysis: 1%; Large T inhibition: 15%; GPR55 LPI antagonism: 18%; GPR55 beta-arrestin: 0.4%; NTR1 agonist cell count 20 µM: 48

What do the screens show for `CC(C)(C)n1nnnc1C(c1ccccc1F)N1CCN(C2CCCC2)CC1` (stereo unspecified)?
NS5 inhibitors: -5%; GPR35 arrestin U2OS: -2%; AID2073: -4%; Yfh1-off respiration: inactive; Rac1 GTP hydrolysis: 3%; Large T inhibition: -2%; GPR55 LPI antagonism: -1%; GPR55 beta-arrestin: -0.1%

Results for CCOc1cc(/C=N/NC(=O)c2ccccn2)ccc1OC(=O)c1ccc(F)cc1 ?
NS5 inhibitors: 4%; GPR35 arrestin U2OS: -16%; AID2073: 4%; NTR1 agonist: 4.7; Rac1 GTP hydrolysis: 8%; Large T inhibition: 27%; GPR55 LPI antagonism: 20%; GPR55 beta-arrestin: -0.2%; NTR1 agonist cell count 20 µM: 53

How did O=C1CCN=C(Nc2ccc(F)cc2)N1Cc1ccccc1 do in these assays?
NS5 inhibitors: -1%; GPR35 arrestin U2OS: 17%; AID2073: -5%; Yfh1-off respiration: inactive; NTR1 agonist: -0.7; Rac1 GTP hydrolysis: 6%; Large T inhibition: 4%; GPR55 LPI antagonism: -2%; GPR55 beta-arrestin: -0.1%; NTR1 agonist cell count 20 µM: 92

How did COc1ccc(N(CC(=O)NCc2ccco2)C(=O)CNS(=O)(=O)c2ccc(Cl)cc2)cc1 do in these assays?
NS5 inhibitors: -9%; GPR35 arrestin U2OS: 11%; AID2073: -3%; NTR1 agonist: -0.2; Rac1 GTP hydrolysis: -2%; Large T inhibition: 12%; GPR55 LPI antagonism: 8%; GPR55 beta-arrestin: -0.3%; NTR1 agonist cell count 20 µM: 55

How did N#CC1=C(N)Oc2n[nH]c(CSc3ccccc3)c2C12C(=O)Nc1ccccc12 (stereo unspecified) do in these assays?
NS5 inhibitors: 1%; GPR35 arrestin U2OS: -5%; AID2073: 10%; Yfh1-off respiration: inactive; NTR1 agonist: 1.7; Rac1 GTP hydrolysis: 4%; Large T inhibition: 13%; GPR55 LPI antagonism: 4%; GPR55 beta-arrestin: 0.0%; NTR1 agonist cell count 20 µM: 56

How did CCOC(=O)c1cc2c(=O)n3ccccc3nc2n(CCCOC)c1=NC(=O)C(C)(C)C do in these assays?
NS5 inhibitors: -5%; GPR35 arrestin U2OS: 1%; AID2073: 20%; Yfh1-off respiration: inactive; NTR1 agonist: 3.1; Rac1 GTP hydrolysis: -2%; Large T inhibition: 2%; GPR55 LPI antagonism: 15%; GPR55 beta-arrestin: -2.3%; NTR1 agonist cell count 20 µM: 83

Results for Cc1cc(C)nc(NS(=O)(=O)c2ccc(NC(=O)CCC(=O)O)cc2)n1 ?
NS5 inhibitors: 4%; NTR1 agonist: 2.1; Rac1 GTP hydrolysis: -2%; Large T inhibition: 1%; NTR1 agonist cell count 20 µM: 55

Screening data deposited in PubChem BioAssay by several laboratories.
